Screening results from PubChem BioAssay.
GALK inh – GALK (human) enzyme inhibition | P51570 | recombinant GALK, Kinase-Glo ATP luminescence, 1 h | Potency, µM (series often up to 57.5 µM), for the others: top-dose activity, negative = inhibition, actives largely listed as inhibitors | 44,000 tested, under 10 active;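 note: plate controls were full GALK reaction for no effect and reaction lacking GALK for full effect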
Target sequence (P51570 whole entry, looked up): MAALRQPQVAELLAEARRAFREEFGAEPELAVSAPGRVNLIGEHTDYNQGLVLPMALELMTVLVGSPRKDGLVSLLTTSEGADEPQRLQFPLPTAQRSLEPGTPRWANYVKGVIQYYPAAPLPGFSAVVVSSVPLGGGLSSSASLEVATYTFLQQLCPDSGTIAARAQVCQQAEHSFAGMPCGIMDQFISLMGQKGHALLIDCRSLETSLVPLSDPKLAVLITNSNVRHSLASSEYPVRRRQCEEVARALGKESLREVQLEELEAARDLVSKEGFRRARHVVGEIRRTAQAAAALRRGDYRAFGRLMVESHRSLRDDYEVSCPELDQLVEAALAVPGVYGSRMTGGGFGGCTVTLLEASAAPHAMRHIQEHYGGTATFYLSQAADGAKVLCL
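Luminescent ATP-depletion readout (Kinase-Glo Plus, 10 min) after 1 h RT reaction of 5 nM GALK, 35 uM ATP, 100 uM galactose, pH 8.0 HEPES buffer. Decreased kinase activity scored as inhibition.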
B2AR arrestin ag – agonists recruiting beta-arrestin to human beta2-adrenergic receptor; P07550; HTLA Tango cells, beta-arrestin recruitment, luciferase luminescence, 18 h; Potency, µM (highest dose often 46.1 µM), for inactives: at the highest dose activation, most hits filed as activators; 44,000 tested, under 10 active;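 note: potency is the fitted concentration of half-maximal effect; 0% = DMSO and full agonism = EC100 isoproterenol or metaproterenol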
Target sequence (P07550 whole entry, looked up): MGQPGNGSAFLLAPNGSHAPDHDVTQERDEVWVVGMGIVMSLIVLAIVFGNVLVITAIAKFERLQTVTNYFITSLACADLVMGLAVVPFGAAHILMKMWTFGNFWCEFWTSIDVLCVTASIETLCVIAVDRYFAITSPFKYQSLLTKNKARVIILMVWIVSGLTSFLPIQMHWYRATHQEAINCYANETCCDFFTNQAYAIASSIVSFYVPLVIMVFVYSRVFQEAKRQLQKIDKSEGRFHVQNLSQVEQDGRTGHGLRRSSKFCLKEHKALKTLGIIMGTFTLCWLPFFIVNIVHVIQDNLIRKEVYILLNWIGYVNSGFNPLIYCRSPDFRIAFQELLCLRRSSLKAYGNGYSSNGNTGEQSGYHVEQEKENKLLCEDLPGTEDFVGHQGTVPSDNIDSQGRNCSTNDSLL
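Tango cells expressing recombinant beta2-AR and beta-arrestin were treated with compounds (up to 46 microM titration) in DMEM with 1% FBS for 18 hr at 37 degrees C. Beta-arrestin recruitment drove tTA-dependent luciferase, read by luminescence; curves were fitted and classed.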
NTMT1 inh – NTMT1 methyltransferase inhibition; Q9BV86; NTMT1 MTase-Glo SAH luminescence, purified enzyme; Potency, µM (doses to about 114 µM), without a hit: top-dose activity change, negative = inhibition, most hits filed as inhibitors; 59,000 compounds, 2.5% hits; AID 1645870;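 note: potency is the fitted concentration of half-maximal effect; plate controls were DMSO vehicle for no effect and no enzyme for full effect; nearly all actives have a fitted effect of over 65% in size; many of its hits are not listed in these tables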
Target sequence (Q9BV86 whole entry, looked up): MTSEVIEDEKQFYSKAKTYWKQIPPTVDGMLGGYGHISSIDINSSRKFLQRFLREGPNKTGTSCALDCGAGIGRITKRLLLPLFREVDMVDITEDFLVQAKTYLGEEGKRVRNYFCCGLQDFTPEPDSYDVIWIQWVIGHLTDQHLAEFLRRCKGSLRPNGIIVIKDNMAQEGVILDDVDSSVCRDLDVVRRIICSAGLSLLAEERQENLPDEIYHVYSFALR
FH mod – Identification of activators of human fumarate hydratase by quantitative high-throughput screening. 54,000 compounds, 0.22% hits. Fumarate hydratase, mitochondrial (Homo sapiens), P07954. Potency, µM (doses to about 79.9 µM), without a hit: at the highest dose activity change, negative = inhibition, most hits filed as inhibitors. FH coupled MDH/diaphorase resazurin fluorescence, 15 min. AID 1347055, 2019; note: potency is the fitted concentration of half-maximal effect; % is set by controls: 0 for no effect and ±100 for the full control effect; the screen sought activators but most active calls are inhibition curves; nearly all actives have a fitted effect of over 45% in size
p53null 39C kill – p53 null cell cytotoxicity, nonpermissive temperature; AID 904; Potency, µM (highest dose often 46.1 µM), for the others: top-dose activity, negative = cell killing, actives largely listed as cytotoxic; H1299 p53-null (neo) cells, 39C, ATPlite viability, 24 h; 55,000 compounds, 0.97% hits;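 note: potency is the fitted concentration of half-maximal effect; 0% = DMSO only and -100% = full killing by 100 µM tamoxifen; nearly all actives have a fitted effect of over 50% in size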
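H1299 lung cancer cells, p53-null (H1299-neo) or expressing p53 A138V (H1299-p53A138V), were plated overnight at 37C, then exposed to compounds at up to 46 uM for 24 hr at 39C. Viability was read by ATP-based luminescence.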
p53null 32C kill – p53 null cell cytotoxicity, permissive temperature | H1299-neo p53 null cells, ATP luminescence, 24 h, 32C | Potency, µM (doses to about 46.1 µM), for the others: at the highest dose activity change, negative = cytotoxicity, most hits filed as cytotoxic | 55,000 compounds, 0.62% hits;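 note: potency is the fitted concentration of half-maximal effect; 0% = DMSO only and -100% = full killing by 100 µM tamoxifen; nearly all actives have a fitted effect of over 55% in size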
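H1299-neo (p53 null) cells, 600/well, treated 24 h at 32C with compound up to 46 uM; ATPlite luminescence viability, normalized to DMSO and 100 uM tamoxifen; AC50 by Hill fit.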
PTAP-TSG101 blk – inhibitors of HIV-1 PTAP binding to human TSG101, validation; Q99816; Fluorescence polarization, FITC-PTAP peptide/Tsg101, 20 min; Potency, µM (highest dose often 115 µM), without a hit: at the highest dose activity change, negative = inhibition, most hits filed as inhibitors; 44,000 tested, under 10 active; AID 1347069; note: potency is the fitted concentration of half-maximal effect; 0% is about no effect
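Read-out is FITC fluorescence polarization. Compounds were added to Tsg101 binding domain (10 uM final), then FITC-PTAP peptide (50 nM final), 20 min at r.t. Total S+P intensity flags fluorescent compounds.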
Numbers without * were called inactive; ? = inconclusive; / = no result given; [ ] = another dose, or the depositor's remark. Calls come from the whole dose curve; as a rule, active = well fitted curve in the direction sought with a large enough effect; inconclusive = small, poorly fitted or top-dose-only effect, or another doubt; inactive = no such curve, though single readings can be large; an effect the other way counts as inactive or inconclusive. A portion of the library, so the mix of outcomes need not match the whole.

| compound | p53null 32C kill | p53null 39C kill | FH mod | GALK inh | PTAP-TSG101 blk | NTMT1 inh | B2AR arrestin ag |
| --- | --- | --- | --- | --- | --- | --- | --- |
| COc1ccc(-n2nc3c(N4CCCC(C(=O)NCCc5ccccc5C)C4)nnc(C)c3c2C)cc1 (configuration not stated) | -6% | -7% | ? | ? | 15% | -3% | 1% |
| COc1cccc(Cn2cc(C(=O)c3ccccc3)c(=O)c3cc4c(cc32)OCO4)c1 | 0% | -8% | ? | -2% | -5% | -2% | -2% |
| Cc1ccccc1CS(=O)(=O)Cc1ccc(C(=O)NCCc2ccc(Cl)cc2)o1 | 2% | 3% | -25% | -6% | -6% | ? | 0% |
| Cc1ccc(NC(=O)Cn2nnc(-c3ccccc3)n2)c(C)c1 | 7% | 17% | 1% | -1% | 1% | 25% | -1% |
| O=C(CCn1cccn1)Nc1cccc(C(F)(F)F)c1 | -4% | -24% | 6% | 0% | -5% | 6% | 0% |
| COCCNC(=O)c1ccc2c(c1)N(Cc1cccc(Cl)c1)C(=O)c1ccccc1S2=O (configuration not stated) | 9% | 17% | -4% | 0% | -4% | 4% | 0% |
| CC(C)Oc1ccc(C(=O)Nc2nc3c(s2)CC(C(C)(C)C)CC3)cc1 (configuration not stated) | -2% | ? | -9% | 1% | 1% | 12% | -3% |
| Cn1c(=O)c2nc3ccc(NC(=O)C(F)(F)F)cc3nc2n(C)c1=O | 5% | -22% | -20% | -7% | ? | 3% | 1% |
| CCOc1ccc(-c2nc(CSCC(=O)NCc3ccc(Cl)cc3)c(C)o2)cc1 | -2% | 8% | ? | 0% | -5% | 2% | 1% |
| CCOC(=O)c1ccccc1NC(=O)CSc1ncc2c(n1)-c1ccccc1N(CC)S2(=O)=O | 5% | -2% | -13% | 3% | 7% | 5% | 1% |
| CCc1ccc(N(CC)C(=O)c2cc3c(=O)oc4ccc(C)cc4c3s2)cc1 | 2% | 2% | -14% | 9% | 2% | -13% | -2% |
| O=C(COc1cccc(Cl)c1)N1CCC(c2nc3ccccc3s2)CC1 | 5% | -17% | ? | 0% | -1% | -1% | -3% |
| CCC(C(=O)Nc1cc(-c2nc3cccnc3s2)ccc1C)c1ccccc1 (configuration not stated) | 16% | ? | 5% | -1% | -3% | 3% | -1% |
| CCOc1ccc(C(=O)Nc2cccc(OCc3cc(=O)n4cc(C)sc4n3)c2)cc1 | -9% | -22% | -1% | 2% | 2% | -3% | 1% |
| CCCN(CCC)C(=O)Cn1c(=O)n(Cc2ccc(C(=O)NCCc3ccc(OC)c(OC)c3)cc2)c(=O)c2ccccc21 | -2% | 2% | -16% | 3% | 0% | 7% | 1% |
| Cc1cccc(NC(=O)c2sc3nc4c(cc3c2N)CN(Cc2ccccc2)CC4)c1 | -7% | -18% | -1% | 11% | 5% | -11% | 0% |
| Cc1ccc(-c2cc(C(=O)N(Cc3ccc(C(C)(C)C)cc3)Cc3ccco3)no2)cc1 | -2% | 10% | -12% | 4% | 1% | -4% | -5% |
| COc1cccc(-n2c(SCC(=O)Nc3ccc4c(c3)OCO4)nc3c([nH]c4ccccc43)c2=O)c1 | 9% | -19% | -16% | -8% | -1% | -1% | 4% |
| CCOc1cccc2sc(NC(=O)c3ccc(S(=O)(=O)N4CCCCC4C)cc3)nc12 (configuration not stated) | -5% | 19% | -7% | 0% | -2% | 14% | 0% |
| CC(C)Oc1ccc(CNS(=O)(=O)c2cnc(N)nc2)cc1 | 1% | -6% | 8% | 3% | 0% | 15% | 0% |
| CCS(=O)(=O)N1CCC(n2c(C)nc3cccnc32)CC1 | -3% | 5% | / | -3% | 0% | / | -1% |
| CCCCCOc1ccccc1CN1C(=O)C(=O)c2cc(C)ccc21 | 2% | ? | -19% | 2% | -1% | 0% | -3% |
| COCCCNC(=O)C1CCN(c2cc(C)nc3c(-c4ccc(Cl)cc4)c(C)nn23)CC1 | 0% | -20% | -3% | 8% | -1% | 22% | 0% |
| Cn1c(=O)oc2cc(S(=O)(=O)CCC(=O)NCCc3ccc(Cl)cc3)ccc21 | 9% | -14% | -36% | 4% | -3% | -3% | -1% |
| COC(=O)c1ccc(OC)c(Cn2c(=O)n(Cc3ccccc3)c(=O)c3c2c2cc(OC)ccc2n3C)c1 | -8% | 32% | 3% | 0% | -1% | 2% | 0% |

Record cards (already shown). Order of screens: p53null 32C kill | p53null 39C kill | FH mod | GALK inh | PTAP-TSG101 blk | NTMT1 inh | B2AR arrestin ag
Shown for COCCCNC(=O)C1CCN(c2cc(C)nc3c(-c4ccc(Cl)cc4)c(C)nn23)CC1 → 0% | -20% | -3% | 8% | -1% | 22% | 0%
Shown for Cn1c(=O)c2nc3ccc(NC(=O)C(F)(F)F)cc3nc2n(C)c1=O → 5% | -22% | -20% | -7% | ? | 3% | 1%
Shown for CC(C)Oc1ccc(CNS(=O)(=O)c2cnc(N)nc2)cc1 → 1% | -6% | 8% | 3% | 0% | 15% | 0%

(cont.)
| compound | p53null 32C kill | p53null 39C kill | FH mod | GALK inh | PTAP-TSG101 blk | NTMT1 inh | B2AR arrestin ag |
| --- | --- | --- | --- | --- | --- | --- | --- |
| CCC1CN(C(=O)NCc2ccc(C)cc2)c2cc(C)ccc2O1 (configuration not stated) | 12% | ? | ? | -15% | 0% | ? | 0% |
| CC(C)Oc1ccc(CNC(=O)c2ccccc2NC(=O)c2nsc3ccccc23)cc1 | -7% | -14% | -10% | -1% | 3% | 9% | 0% |
| COCCNC(=O)c1ccc2c(=O)n(CCc3ccccc3)c(SCC(=O)CC(=O)OC)nc2c1 | 7% | ? | -18% | 1% | 4% | 8% | 3% |
| O=C(NCc1ccccc1Cl)C(=O)NCC(c1cccs1)S(=O)(=O)c1ccccc1 (configuration not stated) | 2% | 5% | -17% | -1% | 3% | 20% | -2% |
| CCCCn1cc(S(=O)(=O)c2ccc(Cl)cc2)c(=O)c2cc(F)c(N3CCCC(C)C3)cc21 (configuration not stated) | 4% | 8% | -6% | 0% | 8% | 9% | 0% |
| O=C(Nc1ccc(SC(F)F)cc1)c1cc(-c2cccs2)on1 | 3% | 5% | 3% | 0% | -4% | 6% | -3% |
| Cc1ccc(-n2c(=O)c3c(cnn3C)n(Cc3ccccc3F)c2=O)cc1 | 6% | 5% | -4% | -1% | -5% | 11% | 1% |
| CCOc1ccc(CNC(=O)c2ccc(Sc3ccc(Cl)cc3)c(NC(C)=O)c2)cc1OC | 20% | 2% | ? | -2% | 16% | 89µM* | 1% |
| CC(=O)Nc1ccc(S(=O)(=O)Nc2cccc(-c3ccc(N4CCC(C)CC4)nn3)c2)cc1 | 4µM* | 3.2µM* | / | 1% | -4% | / | 1% |
| Cc1cccc(C)c1Nc1c(-c2ccccc2O)nc2ncccn12 | 7% | -21% | ? | 2% | 2% | 6% | -2% |
| CC1CCN(S(=O)(=O)c2cccc(C(=O)N(C)C3(C)CCS(=O)(=O)C3)c2)CC1 (configuration not stated) | -1% | 25% | -10% | 3% | -1% | 6% | 0% |
| COc1ccc(N2CC(NC(=O)c3cccs3)CC2=O)cc1 (configuration not stated) | -4% | 7% | 15% | 1% | 0% | 11% | -3% |
| CCc1nn(CC(=O)NC(C)CCc2ccccc2)c(=O)c2cc3cc(F)ccc3n12 (configuration not stated) | ? | -21% | / | 8% | 7% | / | 0% |
| CCS(=O)(=O)N1CCc2cc(C(=O)NCCc3ccc(OC)c(OC)c3)ccc21 | -3% | 17% | -5% | 3% | 1% | 11% | -2% |
| CCCCCn1c(=O)[nH]c2cc(C(=O)NCc3ccc(Cl)cc3)ccc2c1=O | 1% | -9% | 4% | 1% | 1% | 11% | -2% |
| Cc1cc2c(cc1C)NC(CC(=O)Nc1ccccc1)C(=O)N2 (configuration not stated) | -10% | ? | -2% | 1% | -2% | 12% | 1% |
| COc1ccc(Br)cc1C1C(C(=O)Nc2ccc(C)cc2C)=C(C)Nc2ncnn21 (configuration not stated) | 0% | -1% | -2% | 0% | 4% | -17% | -2% |
| Cc1ccc2c(c1)C(=O)OC(C(=O)Nc1ccccc1C(=O)O)C2 (configuration not stated) | -3% | 12% | 11% | 3% | 3% | 14% | 1% |
| Fc1ccc(CNc2cc(-c3ccccc3)nc3nncn23)cc1 | 1% | -17% | -3% | -4% | -1% | -20% | -2% |
| COc1ccc(CNC(=O)CSCc2nc(-c3ccccc3C)oc2C)cc1 | -9% | -15% | -31% | 8% | -11% | -1% | 0% |
| COc1ccc(CNC(=O)C2CCN(c3nc4ccccc4[nH]3)CC2)c(OC)c1 | -12% | 0% | -15% | ? | 9% | 3% | 1% |
| COC(=O)c1c(NC(=O)c2ccc(S(=O)(=O)N3CCCCC3C)cc2)sc2c1CCN(C(C)C)C2 (configuration not stated) | -2% | 8% | -41% | -1% | 8% | -1% | 5% |
| CC(=O)c1ccc(NC(=O)Nc2ccc3snnc3c2)cc1 | -7% | ? | -19% | -2% | -5% | ? | -4% |
| COc1ccc(N2CCN(CC(O)COc3ccc(C)c(C)c3)CC2)cc1 (configuration not stated) | 4% | 4% | -26% | 0% | 0% | ? | -2% |
| Cc1ccc2[nH]c(CSc3nnc(NC(=O)COc4ccccc4F)s3)cc(=O)c2c1 | -3% | 6% | -7% | 1% | -2% | 1% | 1% |
| COc1cccc(N2C(=O)C(CC(=O)Nc3ccc(Cl)cc3)N(Cc3ccc4c(c3)OCO4)C2=O)c1 (configuration not stated) | ? | -9% | -23% | 1% | -2% | -4% | -1% |
| COC(=O)c1cc2oc(C)cc2n1Cc1ccc(Cl)cc1 | -3% | 2% | 5% | -2% | -5% | 4% | -1% |
| CCOc1ccc(N2C(=O)c3[nH]nc(-c4ccc(OC)cc4)c3C2c2cccs2)cc1 (configuration not stated) | 10% | 87%[activator] | -23% | 6% | -3% | -1% | 0% |

Sorted by length of the SMILES (smallest number first): five of the compounds above
| compound | p53null 32C kill | p53null 39C kill | FH mod | GALK inh | PTAP-TSG101 blk | NTMT1 inh | B2AR arrestin ag |
| --- | --- | --- | --- | --- | --- | --- | --- |
| COC(=O)c1cc2oc(C)cc2n1Cc1ccc(Cl)cc1 | -3% | 2% | 5% | -2% | -5% | 4% | -1% |
| Cc1ccc(-n2c(=O)c3c(cnn3C)n(Cc3ccccc3F)c2=O)cc1 | 6% | 5% | -4% | -1% | -5% | 11% | 1% |
| CCc1nn(CC(=O)NC(C)CCc2ccccc2)c(=O)c2cc3cc(F)ccc3n12 (configuration not stated) | ? | -21% | / | 8% | 7% | / | 0% |
| CCOc1ccc(N2C(=O)c3[nH]nc(-c4ccc(OC)cc4)c3C2c2cccs2)cc1 (configuration not stated) | 10% | 87%[activator] | -23% | 6% | -3% | -1% | 0% |
| COCCNC(=O)c1ccc2c(=O)n(CCc3ccccc3)c(SCC(=O)CC(=O)OC)nc2c1 | 7% | ? | -18% | 1% | 4% | 8% | 3% |
